Screening results: PubChem, several laboratories
GC-A act: GC-A (human) enzyme activation. AID 1671463. HEK293 GC-A cells, cGMP TR-FRET, EC30 ANP; 0% at EC30 ANP, 100% saturating ANP. activation, % at 10 µM. hit rate 0.14% among 370,000; in the data active means activation above about 40%
Target sequence (P16066 whole entry, looked up): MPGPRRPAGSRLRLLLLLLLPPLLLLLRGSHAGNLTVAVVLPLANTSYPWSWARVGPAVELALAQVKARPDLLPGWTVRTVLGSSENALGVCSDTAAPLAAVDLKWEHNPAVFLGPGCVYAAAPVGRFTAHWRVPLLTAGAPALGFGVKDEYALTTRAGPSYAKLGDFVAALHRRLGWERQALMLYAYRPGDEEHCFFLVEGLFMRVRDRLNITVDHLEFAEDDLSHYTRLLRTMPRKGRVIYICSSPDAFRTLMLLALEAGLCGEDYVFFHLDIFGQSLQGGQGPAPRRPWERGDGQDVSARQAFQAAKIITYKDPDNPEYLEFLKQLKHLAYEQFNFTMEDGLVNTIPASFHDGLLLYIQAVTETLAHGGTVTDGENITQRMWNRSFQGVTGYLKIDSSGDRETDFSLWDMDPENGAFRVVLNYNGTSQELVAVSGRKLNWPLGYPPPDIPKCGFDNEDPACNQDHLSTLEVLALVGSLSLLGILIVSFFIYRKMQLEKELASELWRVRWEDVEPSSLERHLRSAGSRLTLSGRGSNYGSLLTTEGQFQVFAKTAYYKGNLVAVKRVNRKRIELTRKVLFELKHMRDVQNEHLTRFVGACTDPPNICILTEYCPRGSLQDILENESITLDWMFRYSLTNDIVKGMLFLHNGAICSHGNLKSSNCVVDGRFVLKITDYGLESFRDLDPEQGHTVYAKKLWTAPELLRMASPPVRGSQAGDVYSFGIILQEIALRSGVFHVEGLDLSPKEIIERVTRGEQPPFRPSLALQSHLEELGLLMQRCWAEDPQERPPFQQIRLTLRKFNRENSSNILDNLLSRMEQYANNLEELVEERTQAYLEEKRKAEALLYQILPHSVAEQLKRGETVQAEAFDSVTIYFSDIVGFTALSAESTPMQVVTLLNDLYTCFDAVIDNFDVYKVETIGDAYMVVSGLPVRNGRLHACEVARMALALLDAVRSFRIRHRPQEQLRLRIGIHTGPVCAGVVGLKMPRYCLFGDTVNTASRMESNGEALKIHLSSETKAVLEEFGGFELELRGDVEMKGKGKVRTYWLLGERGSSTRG
hcDAF-12 act: activates DAF-12 receptor from parasite H. contortus; HEK293 hcDAF-12 lit1-tk-luc reporter, luminescence; 0% DMSO, 100% Δ7-dafachronic acid; activation, % at 6.8 µM; hit rate 1.4% among 370,000;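 active means activation above the mean of all tested compounds plus 3 SD, cut at about 5.5% in these data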;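 further: 100% = response to 3 µM Δ7-dafachronic acid high control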
ssDAF12 agonist: activates DAF-12 receptor from parasite S. stercoralis; HEK293 ssDAF-12/GRIP1 lit1-tk-luc reporter, luminescence; % of 3 µM dafachronic acid response; activation, % at 6.8 µM; hit rate 1% among 370,000;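 active means activation above the mean over all tested compounds plus 3 SD, cut at about 0.9% in these data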;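 further: 0% = DMSO-only wells and 100% = 3 µM delta7-dafachronic acid wells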
DAX1 inh-1: DAX1 (NR0B1) inhibition, primary screen. inhibition, % at 6.8 µM. HEK293T StAR-luciferase reporter, SF-1/DAX-1 repression relief. AID 652010. hit rate 1.1% among 370,000;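 active means inhibition above the mean over all tested compounds plus 3 SD, cut at about 3.6% in these data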;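 further: 0% = DAX-1 cells with DMSO and 100% = cells lacking DAX-1 with DMSO; higher inhibition means more luminescence from relief of DAX-1 repression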
sPLA2-III inh: Inhibits HGIII-sPLA2 liposome hydrolysis, primary screen. Q9NZ20. QFRET BODIPY PC-A2 liposome hydrolysis, fluorescence. inhibition, % at 12.2 µM. hit rate 0.56% among 370,000;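 active means inhibition above mean plus 3 SD of compounds lying within the high and low control bounds, cut at about 19% in these data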;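 further: 0% = median of test compound wells and 100% = no enzyme DMSO wells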
KLK7 zymogen act: proKLK7 (human) activation, primary screen; P49862; hit rate 0.9% among 370,000; activation, % at 7 µM; purified proKLK7, EDANS-DABCYL substrate fluorescence; 100% is mature enzyme control, 0% vehicle;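 active means activation above the mean of all tested compounds plus 3 SD, computed per campaign excluding outliers beyond control limits, cut at about 13% in these data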
hgDAF12 agonist: hgDAF-12 agonism, primary luciferase screen; hit rate 1.8% among 370,000; activation, % at 6.8 µM; HEK293 GAL4-hgDAF12 UAS-luciferase reporter, agonist luminescence; normalized to butyrate control;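 active means activation above a cutoff set at the mean of all screened compounds plus 3 SD, cut at about 10% in these data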;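 further: 0% = DMSO wells and 100% = sodium butyrate wells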
DAX1 inh-2: inhibitors of human orphan nuclear receptor DAX1 (NR0B1); hit rate 0.99% among 340,000; AID 504766; HEK293 Gal4-DAX1 luciferase reporter, luminescence; inhibition, % at 6.75 µM;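 active means inhibition above the mean over all tested compounds plus 3 SD, cut at about 4.2% in these data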;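 further: 0% = DAX1-transfected cells with DMSO and 100% = empty-vector control cells with DMSO; inhibition shows as a rise in luminescence from relieved DAX1 repression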
SMARCA2 act: SMARCA2 function activation, primary screen. MG213 cells, MMTV-luciferase reporter, dexamethasone, overnight. activation, % at 9.1 µM. hit rate 1% among 370,000. AID 652017; in the data active means activation above about 7.8%;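 further: 0% = vehicle wells and 100% = reference activator wells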
FXN GAA850 act: increases GAA850 frataxin promoter reporter activity | hit rate 0.56% among 360,000 | HEK293 lucGAA850 FXN promoter luciferase reporter, 24 h; percent of 10 µM SAHA response | activation, % at 6 µM;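 active means activation above the average of all compounds screened plus 3 SD, cutoff fixed separately per campaign, cut at about 7.5% in these data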;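 further: 0% = DMSO wells and 100% = 10 µM SAHA wells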
NPR2 activator: GC-B (human) receptor activation; HEK293-GC-B cells, CNP EC30, cGMP TR-FRET; 0% at EC30 CNP, 100% saturating CNP; activation, % at 10 µM; hit rate 0.11% among 370,000;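 active means activation at 10 µM reaching about 35% in either raw or pattern-adjusted values, limit read from the data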
The depositor's hits bear a star; / = not tested or not shown.

Molecule,sPLA2-III inh,DAX1 inh-2,KLK7 zymogen act,DAX1 inh-1,FXN GAA850 act,hgDAF12 agonist,NPR2 activator,hcDAF-12 act,SMARCA2 act,ssDAF12 agonist,GC-A act
CCOc1ccc(Cc2n[nH]c(=S)n2N)cc1,5,-0.5,-0.4,0.1,0.9,7.8,-1,-3.0,1,-1.5,3
CCOC(=O)N1CCN(C(=O)c2ccc3nc(N4CCC(C)CC4)sc3c2)CC1,-1,-1.9,-0.1,-1.2,6.4,0.3,2,-1.1,-2,-1.6,-1
Cc1ccc(NC(=O)CSc2nsc(SCC(=O)Nc3ccc(C)cc3C)c2C#N)c(C)c1,1,1.4,-0.6,-1.2,-0.2,0.2,1,-0.7,1,-1.6,-3
CN(C)c1nc(N(C)C)nc(N2CC(CCl)OC2=N)n1 (configuration not stated),5,-0.2,0.0,0.7,1.3,-1.9,-1,-1.1,-3,-0.9,1
O=C(N/N=C/c1cccnc1)c1cc(-c2cccs2)nc2ccccc12,5,0.2,9.0,-1.2,-2.8,-1.5,1,-1.1,-1,-1.6,0
O=C(O)c1ccc(CNC(=O)c2ccccc2NC(=O)c2cccc([N+](=O)[O-])c2)cc1,7,0.5,0.1,0.7,2.5,-1.9,5,-1.6,-6,-0.7,-4
CCOc1cc(CNn2cnnc2SCC(=O)NC(C)(C)C)ccc1OCC(=O)NC(C)(C)C,-2,0.2,0.1,-0.5,0.3,-2.9,-1,-1.7,1,-1.5,3
CSc1ccccc1NC(=O)COC(=O)c1c[nH]c(=O)[nH]c1=O,-1,5.5*,-0.1,0.4,1.0,2.4,0,-0.3,-2,-1.3,-1
CC(C)(O)C#Cc1ccc(N2C(c3ccsc3)=Cc3ccc(F)cc3C2c2c[nH]c3ccc(C#N)cc23)cc1 (configuration not stated),-3,/,-0.4,1.5,/,-1.4,-1,-2.0,-4,-1.0,-2
CCOC(=O)Cc1csc(SCc2nc3sc4c(c3c(=O)[nH]2)CCC4)n1,-13,-1.8,0.7,0.4,-0.2,-1.2,-5,-1.2,1,-1.0,-2
COc1ccc(/C=N/NC(=O)c2nnn(-c3nonc3N)c2-c2cccc(OC)c2)cc1,-8,1.0,-86,-0.2,0.1,-2.5,-2,-1.3,-3,-1.3,-4
COC(=O)c1c(N2C(=O)Nc3ccccc3N2O)sc(C)c1C,-2,-0.7,-0.2,-0.3,1.0,-0.1,-8,0.5,-2,-0.1,1
Cc1ccsc1C(=O)N1CCc2ccccc2C1,-4,2.1,0.7,0.5,8.4*,2.3,8,0.1,0,-0.3,-1
CC1CCN(c2ccc(NC(=O)c3cccnc3Cl)cc2)CC1,7,1.9,0.6,0.9,6.0,12*,-3,0.3,1,-1.1,0
CCNC(=O)COc1ccc(F)cc1C(=O)c1cnn(-c2ccccc2)c1,12,0.2,0.7,0.0,1.5,-2.2,0,1.8,0,-0.6,-4
O=C(Nc1nc2cc3c(cc2s1)OCO3)c1cccc(N2C(=O)CCC2=O)c1,3,3.5,0.4,0.7,3.7,2.7,3,-0.6,4,-0.9,40
COCCn1c(SCC(=O)Nc2ncc(Cl)c(C)c2Cl)nc2ccccc21,-10,0.5,0.5,-0.1,3.0,1.5,1,-3.2,7,-1.1,4
COc1ccc(COc2cc(-c3cccc(OC)c3)nc3ccc(NC(=O)c4ccccc4)cc23)cc1,6,-0.1,0.3,-1.7,-5.9,-2.9,44*,-1.5,1,-1.2,40*
Cc1ccc(OCC(=O)NCCNC(=O)c2ccc(C)nc2)cc1,1,-2.1,0.8,0.4,-1.5,-1.6,-1,0.9,-1,-1.6,-1
O=C1c2ccccc2NC(c2ccc3c(c2)OCO3)N1O (configuration not stated),2,2.1,-0.2,0.6,5.0,8.6,1,4.1,4,0.0,2
CC(=O)c1c(C)[nH]c(C(=O)N2CCN(c3ccccn3)CC2)c1C,0,0.8,-0.3,-0.3,-1.6,-0.4,1,-2.0,-2,-1.4,-1
O=C(COC(=O)c1ccc[nH]c1=O)Nc1ccc(S(=O)(=O)N2CCCC2)cc1,0,-1.2,0.2,0.3,1.1,-0.4,-1,-1.2,-2,-1.7,2
CC(=O)Nc1nc(-c2ccc(Cl)cc2)ns1,-13,2.7,0.6,1.6,1.6,10,-1,3.3,-1,-1.3,29
Cc1ccc(NC(=O)C2CCCN(C(=O)c3ccc(Cl)cc3)C2)cc1 (configuration not stated),-4,0.1,-0.3,0.0,2.5,5.7,-1,0.6,0,-0.9,2
N#Cc1cc(N)ccc1Sc1ccc(Cl)cc1,9,-1.1,0.4,1.0,2.9,4.5,16,-1.6,0,-0.8,2

(more compounds)
Molecule,sPLA2-III inh,DAX1 inh-2,KLK7 zymogen act,DAX1 inh-1,FXN GAA850 act,hgDAF12 agonist,NPR2 activator,hcDAF-12 act,SMARCA2 act,ssDAF12 agonist,GC-A act
COc1ccc(-c2nn(-c3ccccc3)cc2/C=N/NC(=O)c2cccc(S(=O)(=O)Nc3ccccc3OC)c2)cc1,-4,0.1,-2.8,1.0,1.3,-0.2,1,0.1,-1,-0.8,0
CCOc1ccc(NC(=O)CCN2CCN(S(=O)(=O)c3cc(Cl)ccc3OC)CC2)cc1,-1,3.0,0.1,-0.3,0.8,0.3,0,-0.8,2,-1.0,1
O=C(CCCCCCN1C(=O)c2ccccc2C1=O)Nc1nccs1,-1,-1.4,-0.1,0.0,0.5,1.2,-1,-0.8,-4,-1.1,0
CCOc1ccc(N=C2NC(=O)S/C2=C\c2ccc(OC)cc2)cc1,-4,0.2,-0.2,-0.1,3.5,-0.4,-1,-0.1,-2,-0.9,1
Cn1c(/N=C/c2ccc3c(c2)OCO3)nc2ccccc21,-2,0.0,0.6,-0.3,-0.3,1.0,-1,5.9*,2,-0.6,1
NS(=O)(=O)c1ccc(N2N=C(c3ccccc3)CC2c2cccc(Cl)c2)cc1 (configuration not stated),-6,1.1,-405,-1.5,-1.2,3.5,0,-2.8,-6,-1.2,-3
CN(C)C(=O)c1cn(-c2ccccc2)nc1-c1cccs1,-1,-2.8,0.2,-0.4,0.3,1.1,3,0.2,-1,-0.7,2
CN(CC(=O)Nc1ccccc1Br)C(=O)c1ccncc1,4,-0.2,-1.0,1.0,0.3,-0.8,1,-0.5,-1,0.0,1
CC(C)[C@@H]1Cc2[nH][nH]c(=O)c2[C@H](C(C)C)O1,0,/,-0.2,0.5,/,-0.8,2,0.0,-1,-0.8,-1
O=C(c1ccc(Oc2ccc([N+](=O)[O-])cc2Cl)cc1)N1CCCC1,0,-0.5,0.2,-1.6,-0.8,0.3,-1,-1.8,0,-2.1,1
CCCC1CC(c2csc(N)n2)CCO1 (configuration not stated),1,1.2,0.0,-0.6,0.1,-1.3,4,-0.9,-1,-0.2,1
Cc1cc(C)c(C#N)c(SCC(=O)Nc2ccc(S(=O)(=O)Nc3onc(C)c3C)cc2)n1,6,3.7,3.0,0.1,0.9,-3.8,0,-0.3,-1,-1.9,1
Cc1ccc(Oc2ccccc2NC(=O)C2=COCCO2)cc1,-24,3.1,-0.5,-0.9,1.3,3.5,-10,-1.1,-1,-1.5,3
O=C(c1ccco1)N1CCCC(c2nc3c(nnn3Cc3ccccc3)c(=O)[nH]2)C1 (configuration not stated),-7,-0.2,0.4,-0.5,3.2,0.9,7,-1.3,-4,-0.4,7
O=C(Cc1n[nH]c(=O)c2ccccc12)OCC(=O)N(Cc1ccccc1)Cc1ccccc1,-10,0.0,0.5,-0.3,0.6,-1.2,-8,-2.3,0,-0.7,-6
CCN(CC(=O)Nc1ccccc1C(F)(F)F)C(=O)CN1C(=O)NC(C)(c2ccc3ccccc3c2)C1=O (configuration not stated),-12,-0.4,0.2,-0.5,-3.4,-0.6,4,-1.4,-2,-1.4,-1
CCC1(C)NC(=O)N(CC(=O)N2CCC(Cc3ccccc3)CC2)C1=O (configuration not stated),-2,-1.4,0.2,-1.2,0.1,-0.6,11,-0.7,1,-1.8,-2
COc1cccc(C2C(C(=O)c3cccs3)=C(O)C(=O)N2CCN2CCOCC2)c1 (configuration not stated),-3,-0.5,-0.6,0.0,-0.8,0.7,0,0.6,2,-1.9,5
CC1CN(c2oc(Cc3cccc4ccccc34)nc2C#N)CC(C)O1 (configuration not stated),-11,-1.5,-0.2,-0.1,1.2,-0.8,-1,-1.5,1,-1.8,0
C=CCn1c(SCc2cccc(OC)c2)nnc1-c1ccncc1,6,-1.3,0.1,0.6,2.2,-2.1,1,-2.2,-4,-1.2,-3
Cc1c(C)c2ccc(OCC(=O)N3CCOCC3)c(C)c2oc1=O,3,-0.3,1.2,0.7,1.4,0.5,-3,-1.2,0,-1.4,0
CC1C(=O)N2CCCc3cc(S(=O)(=O)N(C)Cc4ccccc4)cc1c32 (configuration not stated),-26,0.6,-0.4,-0.4,-0.6,0.9,-1,-3.0,-2,-1.5,2
O=C(c1cccs1)N1CCCc2ccccc21,1,-0.7,0.2,0.5,-0.6,-0.3,1,0.1,-2,-1.6,3
Cc1ccc(NC(=O)CCN2C(=O)C3CCCCC3C2=O)cc1[N+](=O)[O-] (configuration not stated),-2,0.1,0.3,-0.7,-0.6,2.1,2,0.0,0,-1.3,-1
COc1ccc(CC(=O)Oc2ccc(Br)cc2F)cc1S(=O)(=O)N1CCOCC1,-17,0.7,0.6,1.6,-1.0,1.6,5,0.1,-2,-1.7,3

(further entries)
Molecule,sPLA2-III inh,DAX1 inh-2,KLK7 zymogen act,DAX1 inh-1,FXN GAA850 act,hgDAF12 agonist,NPR2 activator,hcDAF-12 act,SMARCA2 act,ssDAF12 agonist,GC-A act
O=c1c2ccccc2nc(SCc2cn3ccsc3n2)n1-c1ccc(F)cc1,-12,-0.8,0.1,-0.7,5.6,-0.5,-4,-1.2,1,-1.9,-2
O=C(Oc1ccc2ccccc2c1)c1cncc(Br)c1,14,-0.3,-0.5,0.7,-1.7,-0.2,0,-0.7,1,-1.6,1
CCN(CC(=O)Nc1ccccc1OC)CC(=O)Nc1ccccc1-c1ccccc1,-9,-1.9,0.3,-4.3,-4.5,-1.3,-11,-1.1,1,-1.6,-26
CCOC(=O)CNC(=O)Cn1cnc2c(nnn2-c2cccc(OC)c2)c1=O,-2,0.1,-0.4,0.4,-0.6,3.3,9,-0.5,-1,-1.2,0
CC(=O)Nc1cccc(-c2ccnc3c2CC(C)(C(=O)NCc2ccco2)O3)c1 (configuration not stated),-2,/,-0.5,0.3,-2.5,-2.0,-7,0.2,2,-0.8,-4
CCCn1c(=NC(=O)CCS(=O)(=O)c2ccccc2)sc2cc(S(N)(=O)=O)ccc21,-2,-0.4,0.3,-2.6,4.5,0.8,1,-1.2,-1,-1.2,1
CC1=Nn2c(nc(-c3ccccc3)c2-c2ccccc2)NC(=O)C1Br (configuration not stated),-13,-0.4,-2.1,-0.5,-1.7,-2.2,2,-1.3,0,-1.0,-4
Cc1ccccc1C(=O)Nc1cccc(C(=O)Nc2ccccc2C(=O)O)c1,-12,-1.0,0.2,-0.1,1.3,0.2,0,-0.3,0,0.1,1
O=C(NC(=O)N1CCSCC1)c1c(Cl)cccc1Cl,-1,0.9,0.0,-0.6,-0.2,0.6,-3,-0.3,-2,-1.0,0
